NOD1 NF-kB reporter – NOD1 signaling inhibitors, primary screen, cell-based, luminescence, uHTS (AID 1578); NOD1-driven NF-kB luciferase reporter cells, luminescence; higher % means a stronger effect; inhibition, % at 4 µM, or EC50 in µM where a hit was titrated; 290,000 compounds, 1% hits; in the data active means inhibition mostly above about 36%, no sharp cut-off; inactive means mostly below about 34%;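 further: HEK-293T reporter cells stimulated with the NOD1 agonist gamma-tri-DAP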
KOR beta-arrestin-1 – kappa opioid receptor activators – cell-based, luminescence, uHTS, primary screen (AID 1777); one-dose activation, % at 10 µM; EC50 in µM for titrated hits; 280,000 compounds, 0.02% hits; KOR beta-arrestin recruitment, luminescence; higher % means a stronger effect; in the data active means activation above about 50%, passing the limit was not always enough; further: a part of the inactive calls stands beside numbers as strong as those of hits
HIV peptide binding – inhibitors of HIV fusion peptide binding, primary screen, biochemical, uHTS, fluorescence dequenching (AID 1986); cell-free peptide binding, fluorescence dequenching, 30 min; higher % means a stronger effect; inhibition, % at 20 µM; hits with a dose series show IC50 in µM; 290,000 compounds, 0.3% hits; in the data active means inhibition mostly above about 52%, no sharp cut-off; inactive means mostly below about 76%; further: some results filed as inactive read as strong as hits
HEK293 NOD2/NF-kB – inhibition of NOD2-driven NF-kB reporter – cell-based, luminescence, uHTS, HEK293 (AID 1566); HEK293 NOD2/NF-kB luciferase reporter, luminescence; higher % means a stronger effect; inhibition, % at 4 µM; hits with a dose series show EC50 in µM; 290,000 compounds, 0.63% hits; further: many of its hits are not listed in these tables
GPR55 antagonists – GPR55 antagonists blocking LPI-driven arrestin recruitment, primary screen, imaging, U2OS, beta-arrestin-GFP, LPI agonist (AID 2013); U2OS GPR55 beta-arrestin-GFP translocation imaging, LPI antagonism; higher % means a stronger effect; one-dose inhibition, % at 10 µM; IC50 in µM for titrated hits; 290,000 compounds, 0.13% hits;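 active means spots per cell inhibited over 60%, with over 100 cells counted and total cytoplasm intensity under 500,000; inconclusive means wells with under 100 cells, flagged as likely toxic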;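 further: U2OS cells stably carrying GPR55 and arrestin-GFP stimulated by 5 µM LPI near EC80; imaged beta-arrestin-GFP aggregate spots per cell after agonist stimulation; plate controls were LPI-stimulated DMSO wells for no effect and DMSO wells without LPI for full effect; some results filed as inactive read as strong as hits; confirmed hits need IC50 under 10 µM and bright autofluorescent wells are also inconclusive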
KOR beta-arrestin-2 – KOR antagonists, beta-arrestin recruitment, cell-based, luminescence, uHTS (AID 1778). KOR beta-arrestin recruitment, luminescence, antagonist mode; higher % means a stronger effect. inhibition, % at 10 µM; hits with a dose series show IC50 in µM. 290,000 compounds, 0.091% hits; further: strong numbers were not always called active
GPR55 beta-arrestin – selective activators of receptor GPR55 – imaging, U2OS cells, beta-arrestin-GFP redistribution, primary screen (AID 1961). U2OS GPR55 beta-arrestin-GFP redistribution imaging; higher % means a stronger effect. activation, % at 10 µM, or EC50 in µM where a hit was titrated. 290,000 compounds, 0.048% hits;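 active means activation above 40% with more than 50 cells counted in the well; inconclusive means wells holding fewer than 50 cells, flagged as toxic or sparse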;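 further: U2OS osteosarcoma cells stably expressing GPR55 and beta-arrestin-GFP; plate controls were DMSO negative control for no effect and LPI positive control for full effect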
GPR35 arrestin U2OS – GPR35 antagonists blocking zaprinast-driven arrestin recruitment, primary screen, imaging, U2OS, beta-arrestin-GFP, zaprinast agonist (AID 2058) | U2OS GPR35 beta-arrestin-GFP translocation imaging, zaprinast antagonism; higher % means a stronger effect | inhibition, % at 10 µM; hits with a dose series show IC50 in µM | 290,000 compounds, 0.052% hits;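 active means inhibition of at least 50% with at least 30 cells and total cytoplasm GFP at most 10,000,000; inconclusive means under 30 cells or total GFP of 10,000,000 plus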
Myeloid diff 2 – compounds promoting myeloid differentiation | ER-HoxA9 myeloid progenitors, lysozyme-GFP differentiation, flow cytometry | AID 624256 | 360,000 compounds, 1% hits | calls only at 10 µM;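 active means normalized GFP-positive differentiation at or above the plate's own cutoff, the solvent-only control mean plus 3 SD; inconclusive means no clear call, values can overlap the other calls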;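 further: cells exposed to compound for four days before flow analysis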
Myeloid diff 2 GFP+ MAC1+ % – recorded beside Myeloid diff 2, whose call it bears; GFP+ MAC1+ double positive, %; measured here: differentiation confirmed by MAC1 staining
* = called active by the depositor; i = inactive; ? = inconclusive; . = no result given; + = active, no number; [ ] = another dose, or the depositor's remark. Unless noted, no stated cut-off is given here; in the data, active means inhibition above about 50%; inactive means the rest. The list is partial (hit frequency here may not be typical).

The first 3 compounds, ahead of the listing:
SMILES	NOD1 NF-kB reporter	KOR beta-arrestin-1	HIV peptide binding	HEK293 NOD2/NF-kB	GPR55 antagonists	KOR beta-arrestin-2	GPR55 beta-arrestin	GPR35 arrestin U2OS	Myeloid diff 2	Myeloid diff 2 GFP+ MAC1+ %
Cn1cc(CNCC2CCCO2)c(-c2ccc(Oc3ccccc3)cc2)n1 (stereo unspecified)	-34.7%	0.2%	-0.4%	16.8%	-18.0%	-19.6%	0.5%	5.5%	i	0.0
NS(=O)(=O)c1ccc(NC(=S)NC2CC2)cc1	-15.1%	-7.2%	-0.9%	12.6%	4.4%	0.5%[20 µM]	-0.1%	-2.5%	i	0.9
Cc1ccc(/C=N/n2c(C3CCCCC3)n[nH]c2=S)s1	-14.8%	-1.0%	3.2%	11.7%	6.7%	25.3%	-0.2%	-6.1%	i	0.7

Main list, previewed entries included:
SMILES	NOD1 NF-kB reporter	KOR beta-arrestin-1	HIV peptide binding	HEK293 NOD2/NF-kB	GPR55 antagonists	KOR beta-arrestin-2	GPR55 beta-arrestin	GPR35 arrestin U2OS	Myeloid diff 2	Myeloid diff 2 GFP+ MAC1+ %
Cn1cc(CNCC2CCCO2)c(-c2ccc(Oc3ccccc3)cc2)n1 (stereo unspecified)	-34.7%	0.2%	-0.4%	16.8%	-18.0%	-19.6%	0.5%	5.5%	i	0.0
NS(=O)(=O)c1ccc(NC(=S)NC2CC2)cc1	-15.1%	-7.2%	-0.9%	12.6%	4.4%	0.5%[20 µM]	-0.1%	-2.5%	i	0.9
Cc1ccc(/C=N/n2c(C3CCCCC3)n[nH]c2=S)s1	-14.8%	-1.0%	3.2%	11.7%	6.7%	25.3%	-0.2%	-6.1%	i	0.7
O=C(O)c1ccccc1-c1ccc(/C=c2\sc3nc4cc(Br)cnc4n3c2=O)o1	-13.2%	0.8%	56.9%	10.0%	16.2%	6.5%	-0.1%	5.9%	i	1.7
C=CCNC(=S)N(Cc1ccccc1)Cc1ccc(F)cc1	-17.0%	5.6%	0.2%	-15.1%	2.1%	-12.4%	0.6%	-2.3%	i	0.1
NS(=O)(=O)c1ccc(NC(=O)CN2CCN(S(=O)(=O)c3ccc(F)cc3)CC2)cc1	-24.7%	4.0%	-1.3%	1.3%	7.8%	-18.2%	0.3%	-7.8%	i	2.3
Nc1ccc2c(c1)ncn2CCCn1cnc2cc(N)ccc21	-6.7%	-1.0%	-3.0%	-12.8%	16.4%	-20.7%	-0.1%	-9.4%	i	4.9
O=C(COC(=O)c1ccc(NS(=O)(=O)c2cccs2)cc1O)Nc1nc2ccccc2s1	-5.3%	3.5%	39.5%	39.1%	-4.2%	0.1%	-0.2%	19.2%	i	0.2
COCCCNC(NC(=O)c1ccc(C)cc1)C(Cl)(Cl)Cl (stereo unspecified)	8.5%	0.7%	0.4%	5.5%	12.0%	-3.6%	-0.1%	0.9%	i	0.9
Cc1cccc(C)c1Nc1nnc(SCC(=O)NCc2ccco2)s1	-9.7%	-3.8%	-0.1%	-1.9%	1.2%	3.6%	0.3%	8.4%	i	0.8
CCCn1c(N)c(N2CCCCC2)c(=O)n(CC(=O)Nc2ccc(OC(F)(F)F)cc2)c1=O	-3.8%	1.2%	1.5%	-3.8%	11.1%	-18.4%	-0.1%	6.9%	i	1.0
COc1ccc(/C=N/Nc2ccc(C(=O)O)cc2)cc1Br	50.9%*	-1.6%	24.6%	-13.5%	10.7%	22.4%	-0.3%	-12.7%	i	0.1
CC1(C)CC2(CCO1)OC(=O)CC2C(=O)Nc1ccc(Cl)cc1[N+](=O)[O-] (stereo unspecified)	-13.5%	4.2%	-1.8%	0.1%	10.0%	2.5%	-0.1%	-7.0%	i	0.7
NNC(=S)Nc1c(F)cc(F)cc1Br	-0.4%	3.7%	-2.5%	-4.2%	-5.3%	-11.4%	-0.1%	-10.8%	i	0.4
Cc1c(C(=O)Nc2ccccn2)sc2nc3n(c(=O)c12)CCC3	-55.2%	1.8%	0.7%	-21.1%	7.4%	11.7%	0.0%	8.5%	i	0.7
CCOC(=O)c1c(NC(=O)CSc2nncn2C)sc(C)c1C	-11.9%	-7.6%	10.7%	0.9%	-5.9%	17.3%	-0.2%	-1.2%	i	5.3
C/C(=N\NC(=O)c1ccccc1-n1cccc1)C1CC1	9.2%	-2.6%	-3.6%	19.7%	1.7%	-36.8%	0.3%	13.7%	i	0.3
COc1ccccc1C(=O)Nc1c2c(nn1-c1ccc(Cl)cc1)CS(=O)(=O)C2	-17.6%	2.2%	2.0%	-10.5%	5.8%	8.1%	-0.1%	2.6%	?	.
Cc1ccc(C(=O)CCC(=O)NCc2ccccc2)cc1	-42.4%	0.2%	1.6%	-18.9%	-1.7%	-25.0%	0.2%	-12.2%	i	0.6
O=C(CSCc1ccccc1)NCc1ccc2c(c1)OCO2	-26.7%	-0.9%	0.9%	-24.2%	-7.1%	-14.6%	-0.1%	2.4%	i	1.0
COc1cccc(NC2=NC3(CCCCC3)N=C(N)N2)c1	6.7%	1.6%	0.4%	0.4%	-1.9%	-45.9%	-0.1%	-4.2%	i	0.6
COc1cc(/C=C2/CC(C)OC2=O)c([N+](=O)[O-])cc1OC (stereo unspecified)	56.3%	-4.2%	0.7%	13.7%	-34.7%	11.3%	-0.2%	14.1%	i	0.4
COc1cc(NC(=O)CSCc2ccccc2)c(C(=O)O)cc1OC	-1.8%	-0.5%	-0.9%	16.4%	4.8%	-4.4%	0.0%	10.7%	i	0.5
Cc1ccsc1CNC(=O)c1c(-c2ccccc2)noc1C	-11.4%	-1.2%	0.3%	15.1%	9.2%	10.3%	0.2%	1.8%	i	0.4

Whole records as entered above. Values in the order: NOD1 NF-kB reporter | KOR beta-arrestin-1 | HIV peptide binding | HEK293 NOD2/NF-kB | GPR55 antagonists | KOR beta-arrestin-2 | GPR55 beta-arrestin | GPR35 arrestin U2OS | Myeloid diff 2 | Myeloid diff 2 GFP+ MAC1+ %
CCOC(=O)c1c(NC(=O)CSc2nncn2C)sc(C)c1C across the screens: -11.9% | -7.6% | 10.7% | 0.9% | -5.9% | 17.3% | -0.2% | -1.2% | i | 5.3
C/C(=N\NC(=O)c1ccccc1-n1cccc1)C1CC1 across the screens: 9.2% | -2.6% | -3.6% | 19.7% | 1.7% | -36.8% | 0.3% | 13.7% | i | 0.3
COc1cccc(NC2=NC3(CCCCC3)N=C(N)N2)c1 across the screens: 6.7% | 1.6% | 0.4% | 0.4% | -1.9% | -45.9% | -0.1% | -4.2% | i | 0.6

Following part.
SMILES	NOD1 NF-kB reporter	KOR beta-arrestin-1	HIV peptide binding	HEK293 NOD2/NF-kB	GPR55 antagonists	KOR beta-arrestin-2	GPR55 beta-arrestin	GPR35 arrestin U2OS	Myeloid diff 2	Myeloid diff 2 GFP+ MAC1+ %
CC1(C)CC(=O)C2=C(C1)c1c(ccc3ccccc13)NC2c1ccc(C(=O)O)cc1 (stereo unspecified)	8.1%	2.6%	-0.1%	-2.6%	1.2%	-7.4%	-0.1%	-12.0%	i	0.3
O=C(CCC(=O)c1ccccc1)NCc1ccccc1	-4.4%	-0.1%	-0.3%	-22.7%	2.0%	-6.3%	0.5%	16.1%	i	0.1
CCC(C)n1c(=N)c(C#N)cc2c(=O)n3ccccc3nc21 (stereo unspecified)	-19.2%	-6.0%	2.8%	19.9%	-0.2%	2.3%	0.1%	-8.1%	i	0.7
O=C(COC(=O)c1cc(-c2cccnc2)nc2ccccc12)Nc1ccc(F)cc1F	-25.1%	-0.4%	6.8%	-0.1%	-2.6%	37.3%	0.6%	-1.8%	i	0.9
COc1cc(/C=C(/C#N)c2nc3ccccc3[nH]2)ccc1Oc1ncccc1[N+](=O)[O-]	7.0%	18.9%	-1.4%	9.3%	18.9%	-361.0%	-0.1%	5.2%	i	4.7
Cc1ccc(-c2nc(CS(=O)(=O)CC(=O)N3CCc4ccccc4C3)c(C)o2)cc1	-13.7%	-4.8%	-2.3%	12.9%	-5.9%	10.4%	-0.2%	-5.2%	i	3.8
CCOC(=O)C1=C(O)C(=O)N(c2ccc(S(N)(=O)=O)cc2)C1c1cccc([N+](=O)[O-])c1 (stereo unspecified)	-1.7%	-1.1%	1.9%	9.6%	-5.9%	14.8%	-0.2%	0.8%	i	0.9
CC1CC(CC(=O)NNc2nc(-c3ccccc3)cs2)C(=O)O1 (stereo unspecified)	-23.8%	-0.6%	-2.8%	-4.8%	-2.5%	-17.9%	0.8%	1.2%	i	0.8
CS(=O)(=O)N1N=C(c2ccccc2)CC1c1ccc2c(c1)OCO2 (stereo unspecified)	10.9%	7.0%	-2.5%	-18.6%	-2.9%	-11.8%	0.1%	1.42µM*	+	4.8*
COc1ncccc1-c1nnn(-c2ccc(C)cc2)n1	-7.6%	-3.1%	1.0%	-55.1%	13.7%	-6.7%	-0.1%	-16.5%	i	0.8
COc1cc(/C=C/C(=O)NC(C)C2CC3CCC2C3)cc(OC)c1OC (stereo unspecified)	4.4%	-0.6%	-0.3%	4.0%	11.1%	10.1%	0.3%	14.3%	.	.
CC(C(=O)c1ccc(-c2ccccc2)cc1)[n+]1cccc(NC(=O)c2ccccc2)c1 (stereo unspecified)	-8.0%	3.5%	-1.9%	-5.4%	-6.1%	-17.6%	0.8%	-21.1%	i	0.5
CC(C)C(NS(=O)(=O)c1cccc(C(F)(F)F)c1)C(=O)O (stereo unspecified)	-2.8%	-3.5%	-1.4%	6.6%	7.0%	25.3%	-0.1%	0.3%	i	0.6
Cc1cc2ccccc2c(=O)n1CC(=O)NCC(=O)N1CCCC(C)C1 (stereo unspecified)	-19.5%	8.4%	4.4%	-12.7%	12.2%	-48.7%	0.2%	8.4%	i	2.2
C[C@H](NC(=O)c1[nH]cnc1C(=O)Nc1ccccc1)C(=O)OC(C)(C)C	-4.7%	4.5%	-0.8%	-8.2%	-5.9%	11.6%	0.7%	0.6%	i	0.8
Cc1cccc(NC(=O)C2CCCN2S(=O)(=O)c2cccc3cccnc23)c1 (stereo unspecified)	4.6%	-7.8%	-2.3%	18.9%	10.9%	-2.2%	-0.1%	12.6%	.	.
Cc1cc(C)c2c(c1)/C(=N/NS(=O)(=O)c1ccc(Br)cc1)CCC2	31.1%	-1.5%	-2.1%	15.4%	7.3%	30.0%	-0.1%	0.6%	i	0.2
COc1ccccc1/C=C/C=C1N=C(/C=C/c2ccc(Cl)cc2)OC/1=O	-13.8%	-2.6%	56.4%	7.9%	-0.9%	25.7%	1.3%	-9.7%	i	0.9
COc1ccc(CCN2CCCC(CN(C)C(=O)c3ccoc3C)C2)cc1 (stereo unspecified)	-0.4%	-1.1%	-2.0%	-9.8%	14.3%	3.3%	0.0%	-5.1%	i	1.2
O=C(COC(=O)c1cccc2ccccc12)NCC1CCCO1 (stereo unspecified)	-22.0%	-2.7%	-0.7%	-4.5%	0.0%	16.6%	-0.3%	-2.5%	i	0.6
